MsrA inh – inhibits bovine methionine sulfoxide reductase A | inhibition, % at 15.5 µM | 360,000 tested, 0.75% active | purified bovine MsrA, absorbance read-out; in the data active means inhibition above about 4.5%;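 further: 0% = vehicle wells with enzyme and 100% = reference inhibitor wells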
Rin1-Abl PPI inh – blocks binding of human Rin1 to Abl; P00519+Q13671; TR-FRET Rin1/Abl binding, biochemical; inhibition, % at 7.35 µM; 360,000 tested, 0.4% active; AID 588664; in the data active means inhibition above about 5%, passing the limit was not always enough
Target sequence (P00519 whole entry, looked up): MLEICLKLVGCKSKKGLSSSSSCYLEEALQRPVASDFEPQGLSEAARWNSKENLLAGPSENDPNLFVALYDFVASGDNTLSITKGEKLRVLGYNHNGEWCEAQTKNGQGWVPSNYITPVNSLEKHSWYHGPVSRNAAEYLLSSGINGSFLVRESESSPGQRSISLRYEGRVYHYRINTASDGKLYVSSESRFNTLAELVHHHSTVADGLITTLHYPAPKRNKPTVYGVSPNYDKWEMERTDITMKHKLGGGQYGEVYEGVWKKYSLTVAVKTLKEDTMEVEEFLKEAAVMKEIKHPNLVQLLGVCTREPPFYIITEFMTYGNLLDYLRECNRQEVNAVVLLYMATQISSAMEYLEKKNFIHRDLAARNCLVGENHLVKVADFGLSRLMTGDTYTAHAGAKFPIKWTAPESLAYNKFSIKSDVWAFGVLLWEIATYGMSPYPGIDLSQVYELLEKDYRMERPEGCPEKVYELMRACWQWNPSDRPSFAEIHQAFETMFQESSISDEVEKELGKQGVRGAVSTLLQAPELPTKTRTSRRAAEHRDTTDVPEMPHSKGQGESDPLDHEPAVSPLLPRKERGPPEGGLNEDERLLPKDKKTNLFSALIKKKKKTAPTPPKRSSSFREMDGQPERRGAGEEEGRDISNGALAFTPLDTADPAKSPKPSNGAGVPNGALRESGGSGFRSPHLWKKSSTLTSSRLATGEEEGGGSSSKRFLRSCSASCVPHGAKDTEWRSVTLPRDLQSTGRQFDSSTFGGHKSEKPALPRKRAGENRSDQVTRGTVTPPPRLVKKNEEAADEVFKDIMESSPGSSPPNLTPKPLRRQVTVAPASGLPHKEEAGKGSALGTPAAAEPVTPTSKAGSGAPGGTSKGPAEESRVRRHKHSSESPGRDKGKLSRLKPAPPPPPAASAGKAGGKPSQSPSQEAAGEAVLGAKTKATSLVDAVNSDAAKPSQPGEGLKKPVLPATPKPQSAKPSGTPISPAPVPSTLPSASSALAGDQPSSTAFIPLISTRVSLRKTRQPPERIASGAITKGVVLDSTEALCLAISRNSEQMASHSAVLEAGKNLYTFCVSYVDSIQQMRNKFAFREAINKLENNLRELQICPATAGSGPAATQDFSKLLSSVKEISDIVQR
Target sequence (Q13671 whole entry, looked up): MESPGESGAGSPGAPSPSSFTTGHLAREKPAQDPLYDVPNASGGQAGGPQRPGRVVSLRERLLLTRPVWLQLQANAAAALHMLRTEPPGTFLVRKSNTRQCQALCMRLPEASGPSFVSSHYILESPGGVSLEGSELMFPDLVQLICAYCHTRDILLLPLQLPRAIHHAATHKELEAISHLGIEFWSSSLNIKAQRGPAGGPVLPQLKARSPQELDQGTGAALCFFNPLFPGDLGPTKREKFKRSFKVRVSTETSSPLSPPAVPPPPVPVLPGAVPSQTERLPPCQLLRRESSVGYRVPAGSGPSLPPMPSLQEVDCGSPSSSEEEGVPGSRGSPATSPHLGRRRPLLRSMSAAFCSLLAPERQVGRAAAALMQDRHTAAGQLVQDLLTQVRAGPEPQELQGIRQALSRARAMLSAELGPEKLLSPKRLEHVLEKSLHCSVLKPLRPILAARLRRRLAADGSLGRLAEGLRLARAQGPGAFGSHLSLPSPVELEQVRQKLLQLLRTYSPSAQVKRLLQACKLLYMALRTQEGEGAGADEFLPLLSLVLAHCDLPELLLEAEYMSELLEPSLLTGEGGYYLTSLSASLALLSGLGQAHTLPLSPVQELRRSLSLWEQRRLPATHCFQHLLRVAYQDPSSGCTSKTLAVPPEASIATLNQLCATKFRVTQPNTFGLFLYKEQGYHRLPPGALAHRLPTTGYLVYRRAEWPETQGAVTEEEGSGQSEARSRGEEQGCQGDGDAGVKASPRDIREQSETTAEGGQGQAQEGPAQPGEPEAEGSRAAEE
MsrA act – activators of bovine methionine sulfoxide reductase A; purified bovine MsrA, absorbance read-out; activation, % at 10.6 µM; 360,000 tested, 0.3% active; AID 602163; in the data active means activation above about 7.5%;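 further: 0% = vehicle and 100% = reference activator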
NRP1-CendR mod – modulators of CendR peptide binding to human neuropilin-1. O14786. inhibition, % at 25 µM. FAM-RPARPAR peptide binding to NRP-1, fluorescence polarization. 360,000 tested, 0.85% active;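 active means inhibition or corrected inhibition above about 18%, plus a signal ratio from 0.5 to 1.5, limit read from the data, passing the limit was not always enough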; further: strong numbers were not always called active
SKN-1 block – C. elegans SKN-1 inhibition; C. elegans VP596 Pgst-4::GFP/RFP ratio, acrylamide-induced, 24 h; inhibition, % at 21.8 µM; 360,000 tested, 0.49% active; AID 624304;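 active means interference check ratio from 0.5 to 1.5 plus GFP to RFP signal ratio inhibition reaching or exceeding a fixed threshold, cut at about 30% in these data, passing the limit was not always enough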; further: some compounds called inactive have numbers as strong as hits
FAS-TE inh – FAS thioesterase (human) inhibition | P49327 | recombinant FAS-TE, OMFH fluorogenic substrate, fluorescence endpoint | inhibition, % at 15 µM | 360,000 tested, 0.67% active;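 active means compounds whose normalised, plate-corrected inhibition of enzyme fluorescence in the single-dose primary screen is 50% or more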;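 further: 0% = DMSO with enzyme and 100% = substrate without enzyme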
MT1-MMP act inh – blocks activation of human MT1-MMP. P50281. GFP/RFP ratio change, % at 20 µM. HT1080 RFP-PRO-GFP cells, GFP/RFP ratio fluorescence, overnight; percent of plate control window, DMSO zero. AID 651647. 360,000 tested, 0.061% active;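 active means GFP/RFP ratio change of at least 30% with cell ATP level not reduced by more than half and red fluorescence within 50% of control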; further: strong numbers were not always called active
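Test system: HT1080 RFP-PRO-GFP cells; Benchmarks: DMSO and RFP-L50D-GFP cell wells; Timing: cells overnight before dosing, compound overnight, 37 °C, 5% CO2; Compound: one 20 µM compound dose with 1% DMSO; Read-out: GFP/RFP fluorescence ratio.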
Neddyl block – blocks human cullin neddylation; P61081+Q13564; TR-FRET cullin neddylation, biochemical; calls only at 25 µM; 360,000 tested, 0.58% active; AID 651699; in the data active means inhibition above about 36%
eLon inh – inhibitors of E. coli Lon protease; AID 602123; 360,000 tested, 0.42% active; inhibition, % at 7.94 µM; purified E. coli Lon protease, fluorescence polarization; P0A9M0; in the data active means inhibition above about 13%, passing the limit was not always enough;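 further: 0% = enzyme with probe and DMSO and 100% = no enzyme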
Numbers without * were called inactive; i = inactive; nt = no result given.

mol,MsrA inh,Rin1-Abl PPI inh,MsrA act,NRP1-CendR mod,SKN-1 block,FAS-TE inh,MT1-MMP act inh,Neddyl block,eLon inh
CCOC(=O)N1CCN(C(=O)C2CCC(=O)N(Cc3ccc(Cl)cc3)C2)CC1 (stereo not drawn),-1.4,-1.9,-3.3,0.5,-1.4,-1.0,3.1,i,-8.9
C=CC[C@@H](CC(=O)N[C@H](CO)Cc1ccccc1)C(=O)N[C@@H](COC(=O)[C@H](CC=C)CC(=O)OC(C)(C)C)Cc1ccccc1,-0.6,2.2,0.8,3.1,13.0,2.4,6.6,i,2.6
O=C(Nc1ccc(S(=O)(=O)N2CCCCC2)cc1)C1CC1,-0.4,-2.2,-5.3,-2.2,-5.7,-1.0,1.9,i,5.7
Cc1ccc(CCNC(=O)C23CN(Cc4ccccc4)CC2C(c2cccc([N+](=O)[O-])c2)=NO3)cc1 (stereo not drawn),2.3,-2.2,0.1,-7.9,1.6,37.3,-4.9,i,2.5
O=C(C1CCCO1)N1CCN(C(=S)Nc2cccc(Cl)c2)CC1 (stereo not drawn),1.7,-0.3,0.9,2.5,5.9,-6.1,0.1,i,-0.5
CCN(CC)c1ccc([C@H]2[C@@H]3CCCC[C@]3(O)CCN2CC(=O)NCc2ccco2)cc1,-0.2,-1.4,-8.3,-10.8,-10.4,6.5,0.6,i,-2.7
COc1ccc(C(=O)NCC(=O)N/N=C/c2ccc(C)o2)cc1OC,1.1,2.2,-3.0,-12.6,5.2,-5.5,-5.9,i,-12.1
COc1ccc(OCc2cc(C(=O)NC(C)Cc3ccccn3)no2)c(Cl)c1 (stereo not drawn),0.4,-1.3,-0.7,14.5,6.8,-3.6,0.1,i,-8.2
CC(C)(C)NC(=O)NC(=O)CN1CCN(c2ccccc2)CC1,0.7,1.3,-2.7,13.9,-5.1,-4.3,1.8,i,-7.2
CCCN=C(N)/C(C(=O)OCC)=C(\O)c1ccc(OC)cc1,1.8,2.8,-2.9,-3.6,-26.2,-7.2,4.3,i,-0.6
Cn1c(=O)c2c(nc(N3CCN(C(=O)c4ccco4)CC3)n2CCSc2ncccn2)n(C)c1=O,-1.3,0.3,0.7,-1.9,-10.6,-4.1,2.6,i,1.4
COc1ccccc1-c1cnc(C(O)c2ccc(C)cc2C)[nH]1 (stereo not drawn),2.2,-3.6,1.0,17.8,10.7,-3.7,3.2,i,-2.9
CCCN1CNc2c(c(=O)[nH]c(=S)n2-c2ccccc2Cl)C1,0.3,0.2,-1.9,-9.6,3.2,-1.7,5.9,i,9.4
COc1ccc(CCNC(=O)c2nonc2N)cc1OC,-0.3,-2.2,-0.7,-3.8,31.1,-2.1,9.8,i,4.1
NC(=O)CC(NC(=O)Cc1ccc(Cl)cc1)c1ccc(NC2CCCCC2)c([N+](=O)[O-])c1 (stereo not drawn),0.4,-3.8,0.3,-16.3,3.1,0.9,4.4,i,-1.1
Cc1c(/C=N\NC(=O)c2cccc(F)c2)cnn1C,-0.2,3.9,-3.6,0.1,9.3,-8.3,-1.1,i,-4.9
O=C(Nc1ccc(F)cc1F)C1(c2cccs2)CCOCC1,-0.1,-0.8,-3.3,12.2,-0.2,-4.1,-1.5,i,-0.9
COC(=O)c1sc(NC(C)=O)c(C(=O)OC)c1C,-0.2,-0.9,-0.8,2.0,3.9,0.5,-5.0,i,4.8
CCc1nn(CCCC(=O)Nc2ccc(C)c(C)c2)c(=O)c2cc3occc3n12,0.0,0.5,-2.1,-4.1,-4.9,2.9,-0.7,i,0.3
N#Cc1c(N2CCN(c3ccc(F)cc3)CC2)nc(N)c2c(N)nc3c(c12)CC(=O)N3C1CC1,1.3,-5.8,-0.8,-4.2,9.2,20.6,0.6,i,-1.7
Cc1cc(NC(=O)c2cc(-c3ccco3)on2)nn1Cc1ccc(Cl)cc1,0.6,1.2,-6.5,-23.3,-0.9,21.0,-5.4,i,-10.9
COc1ccc(N(C)C(=O)c2ccc3c(c2)nnn3C)cc1,2.1,-1.9,-1.9,1.4,13.7,-6.9,1.1,i,0.1
COc1ccc2[nH]c3c(NCCCN4CCCC4=O)ncnc3c2c1,0.4,-2.2,-2.2,-4.0,9.5,-8.7,nt,nt,1.1
Cc1cc(NC(=O)c2cc(-c3ccco3)on2)n(-c2ccccc2)n1,0.3,-2.6,-2.1,-15.3,-0.1,-6.7,-9.5,i,-14.0
Cc1onc(-c2ccccc2)c1C(=O)N1CCN(CCc2ccccc2)CC1,-0.2,0.4,-1.9,-10.9,-1.7,-0.4,4.0,i,3.6
CCCC[C@@H]1CNC(=O)C(=O)N1CCCc1cc(OC)c(OC)c(OC)c1,1.2,-0.2,-1.1,1.9,1.8,-21.1,-2.6,i,6.3
O=C(NCC(=O)N1CCC2(CC1)NCCc1[nH]cnc12)c1ccccc1F,-0.5,-2.7,-1.5,4.1,1.5,-7.7,2.4,i,7.1
CC(=O)c1c(C)[n+]([O-])c2ccc3c(non3O)c12,1.5,0.7,-4.9,7.1,0.4,-13.5,1.9,i,7.2
CCN1CCCC1CN(Cc1cc2ccc(C)cc2[nH]c1=O)C(=S)Nc1ccccc1C(=O)OC (stereo not drawn),0.9,3.4,-5.2,-11.3,-15.3,-6.6,-8.3,i,-9.4
COc1ccc(N2C(c3ccsc3)=Cc3cc4c(cc3C2c2c[nH]c3ccccc23)OCO4)cc1 (stereo not drawn),-0.1,nt,-4.7,-13.3,3.4,9.7,-30.5,i,-9.2

Five of the entries above in order of their number in MsrA inh, smallest number first:
SMILES | MsrA inh
Cc1c(/C=N\NC(=O)c2cccc(F)c2)cnn1C | -0.2
NC(=O)CC(NC(=O)Cc1ccc(Cl)cc1)c1ccc(NC2CCCCC2)c([N+](=O)[O-])c1 (stereo not drawn) | 0.4
COc1ccc(C(=O)NCC(=O)N/N=C/c2ccc(C)o2)cc1OC | 1.1
CCCC[C@@H]1CNC(=O)C(=O)N1CCCc1cc(OC)c(OC)c(OC)c1 | 1.2
Cc1ccc(CCNC(=O)C23CN(Cc4ccccc4)CC2C(c2cccc([N+](=O)[O-])c2)=NO3)cc1 (stereo not drawn) | 2.3

Continued:
mol,MsrA inh,Rin1-Abl PPI inh,MsrA act,NRP1-CendR mod,SKN-1 block,FAS-TE inh,MT1-MMP act inh,Neddyl block,eLon inh
NCC(=O)CCC(=O)O,0.4,0.2,4.3,0.7,9.1,-5.9,3.0,i,-6.1
O=C(CCSc1ccc(F)cc1)NNC(=O)c1ccc([N+](=O)[O-])cc1,-0.3,5.4,-6.6,-9.2,-7.6,8.4,5.7,i,10.6
COc1cccc(COC(=O)c2c(C)nn(-c3ccccc3)c2Cl)c1OC,-0.4,0.2,-2.6,10.9,-2.4,23.2,2.9,i,-4.1
CCc1cc(=O)oc2cc(OCC(=O)NCC3CCC(C(=O)O)CC3)ccc12 (stereo not drawn),1.8,-4.5,-8.7,-8.1,-0.9,-8.9,7.9,i,5.2
COc1ccc(CC(=O)Nc2ccc(S(=O)(=O)N3CCC(C)CC3)cc2)c(OC)c1,-0.8,4.7,-2.1,12.9,-6.7,26.5,-1.6,i,-9.8
Cc1ccc(CNC(=O)CC2C(=O)Nc3c2c(=O)n(C)c(=O)n3Cc2ccccc2)cc1 (stereo not drawn),0.2,-0.3,-3.5,13.2,11.5,-3.8,-5.2,i,-3.2
O=C(NCc1ccco1)C1CCN(Cc2ccc(F)cc2)CC1,0.1,2.5,-5.8,6.7,29.3,-4.3,5.1,i,2.5
COCc1nnc(NC(=O)CS(=O)(=O)Cc2ccccc2)s1,-1.3,-5.5,-1.6,6.0,-0.3,-3.6,-5.3,i,4.3
Fc1ccccc1-c1nc(NCCCN2CCOCC2)c2ccccc2n1,-0.4,0.5,-7.6,7.8,12.8,-6.0,-3.2,i,5.0
Cc1ccc(S(=O)(=O)c2ccc(Cl)cc2)cc1S(=O)(=O)N1CCN(C)CC1,-1.1,0.6,1.0,3.0,-1.5,1.6,-10.2,i,-4.0
COc1ccc(CCNC(=O)COC(=O)c2cccs2)cc1,-0.5,1.4,-3.1,-11.3,4.9,-1.4,4.2,i,-13.0
CCCCC(=O)Nc1c2c(nn1-c1ccc([N+](=O)[O-])cc1)CS(=O)(=O)C2,-0.2,-3.2,-9.0,-0.8,-13.0,19.8,1.0,i,4.8
C1=CC2CCC1ON2c1ccccc1 (stereo not drawn),0.0,-1.0,-1.2,-4.4,-9.0,-9.0,14.9,i,-2.3
Cc1noc(NS(=O)(=O)c2ccc(N)cc2)c1C,0.3,0.1,-0.6,-12.2,2.4,1.8,0.1,i,9.0
CC1=C(C(=O)Nc2ccccc2)C(c2ccc(O)cc2)N2C(=O)CSC2=N1 (stereo not drawn),-0.3,2.2,-4.6,-2.8,3.9,-24.9,-0.7,i,0.4
COc1ccccc1Oc1ccccc1[N+](=O)[O-],-1.2,2.5,-3.4,7.5,9.8,0.2,1.8,i,0.3
CS(=O)(=O)N1CCC(C(=O)NCc2ccc(Cl)cc2Cl)CC1,1.2,2.1,1.9,8.2,-4.8,-1.5,4.1,i,1.1
COC(=O)c1ccccc1NC(=O)C(C)Oc1ccccc1 (stereo not drawn),1.8,-0.5,-5.6,-2.4,-23.0,9.4,-1.8,i,-9.7
O=C1NC(=O)/C(=C\c2ccc(Oc3ccc([N+](=O)[O-])cn3)cc2)S1,3.3,-1.1,-6.4,-9.3,1.7,-4.3,3.1,i,0.8
O=C(NCCN1CCC(n2c(=O)[nH]c3ccccc32)CC1)c1ccccc1C(F)(F)F,1.6,nt,-3.2,7.6,5.6,-8.8,3.0,i,-6.6
CCOc1cccc(C(=O)N(Cc2ccc(F)cc2)C2CCS(=O)(=O)C2)c1 (stereo not drawn),nt,-1.1,-1.5,3.0,1.1,0.7,7.8,i,-2.8
COCC(=O)N1CCC(Oc2ccc(C(=O)N3CCCCCC3)cc2)CC1,0.2,-3.6,-1.3,3.6,18.5,-2.0,1.6,i,-0.6
C=CCOc1c(Br)cc(CNn2cn[nH]c2=S)cc1OC,-0.4,4.1,1.9,-0.9,11.3,-6.8,7.4,i,4.9
Fc1cccc(Cl)c1Cn1nnc2c(N3CCC4(CC3)OCCO4)ncnc21,1.4,-0.2,-3.2,-3.8,-17.2,5.9,-6.7,i,0.2
O=C(NCc1cccnc1)c1ccc(Br)s1,1.4,-1.1,-0.5,5.1,11.9,-5.3,3.2,i,-10.5
Cc1onc(-c2ccc(Cl)cc2Cl)c1-c1csc(N/N=C/c2ccccc2Cl)n1,1.9,1.5,6.7,-0.3,2.4,25.2,-13.5,i,2.0
O=C1NC(=Nc2ccc(Cl)cc2)/C(=C/c2ccco2)S1,2.4,-3.5,-3.0,-22.3,17.6,1.5,-25.8,i,-7.3
Cc1ccc(S(=O)(=O)N2CCN(C(=O)CN(Cc3ccco3)Cc3cccs3)CC2)cc1,-0.8,4.1,-9.1,11.4,-11.9,13.0,-2.3,i,-2.6
CCS(=O)(=O)c1ccc(O)c(NC(=O)COc2ccc(Br)cc2)c1,-0.9,0.5,-2.0,-4.2,4.7,-10.1,4.8,i,0.6

An excerpt from further up:
mol,MsrA inh,Rin1-Abl PPI inh,MsrA act,NRP1-CendR mod,SKN-1 block,FAS-TE inh,MT1-MMP act inh,Neddyl block,eLon inh
C1=CC2CCC1ON2c1ccccc1 (stereo not drawn),0.0,-1.0,-1.2,-4.4,-9.0,-9.0,14.9,i,-2.3
Cc1noc(NS(=O)(=O)c2ccc(N)cc2)c1C,0.3,0.1,-0.6,-12.2,2.4,1.8,0.1,i,9.0

Bioassay records from PubChem.

An unsorted share of the library; any-hit rate near 4.2%.
